hcGAS lum: human cGAS inhibition; recombinant h-cGAS, ATP depletion, Kinase-Glo luminescence; inhibition, % at 12.5 µM; 290,000 compounds, 0.081% hits;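 also: 0% = vehicle reaction and 100% = reaction without DNA for no activity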
Target sequence (Q8N884 whole entry, looked up): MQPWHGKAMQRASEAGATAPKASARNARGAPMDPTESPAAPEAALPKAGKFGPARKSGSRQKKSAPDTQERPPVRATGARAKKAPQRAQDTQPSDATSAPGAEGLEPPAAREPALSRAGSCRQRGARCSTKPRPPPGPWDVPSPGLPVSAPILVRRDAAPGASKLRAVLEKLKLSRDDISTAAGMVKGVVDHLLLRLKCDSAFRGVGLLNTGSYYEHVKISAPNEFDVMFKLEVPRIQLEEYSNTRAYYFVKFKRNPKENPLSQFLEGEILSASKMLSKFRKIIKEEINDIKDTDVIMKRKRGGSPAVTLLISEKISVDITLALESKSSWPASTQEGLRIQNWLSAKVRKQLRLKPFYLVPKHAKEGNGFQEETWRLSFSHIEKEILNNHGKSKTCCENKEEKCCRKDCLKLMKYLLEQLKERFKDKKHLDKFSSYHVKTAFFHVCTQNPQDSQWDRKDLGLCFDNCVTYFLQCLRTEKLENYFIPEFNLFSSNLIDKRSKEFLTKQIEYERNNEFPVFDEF
mcGAS lum: inhibitors of mouse cGAS. Q8C6L5. AID 1259399. inhibition, % at 12.5 µM. 160,000 compounds, 0.15% hits. recombinant cGAS, Kinase-Glo ATP depletion luminescence;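 also: 0% = negative control wells and 100% = reference inhibitor with no enzyme activity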
NPYLR7 ag: mosquito NPYLR7 agonism. HEK293T NPYLR7/Galpha15, GCaMP6s calcium fluorescence. activation, % at 10 µM. 270,000 compounds, 0.15% hits; in the data active = activation above about 40%;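 also: 0% = vehicle and 100% = reference agonist at the receptor; some compounds past the cut are filed as inactive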
* hit, by the source's call; nt = not tested or not shown. Rule as the data show it, unless noted: active = inhibition above about 40%; inactive = the rest. Hits appear at their usual frequency; about 0.27% have a hit in one of these screens.

SMILES | hcGAS lum | mcGAS lum | NPYLR7 ag
Cc1cc(=O)n2ncnc2n1CC1(O)CCC(C)CC1 (stereo unspecified) | -9 | nt | 14
COC(=O)C(c1ccccc1Cl)N1CCN(C(=O)Nc2ccc(F)cc2)CC1 (stereo unspecified) | -5 | -5 | 0
COCC(=O)Nc1ccc(-n2nc(OCC(C)C)nc2-c2cccc(OC)c2)cc1 | -2 | -3 | -4
O=C(NCc1nc2ccc(Cl)cc2[nH]1)C1CCOC1 (stereo unspecified) | -7 | nt | 12
O=C1CN(C(=O)COc2ccc3ccccc3c2)C(c2ccc(F)cc2)c2cc(Cl)ccc2N1 (stereo unspecified) | 3 | 0 | 6
O=C(c1ccccc1Cl)N1CCN(CCN2C(=O)CSC2c2cccc(F)c2)CC1 (stereo unspecified) | -6 | -4 | 9
O=C1CCCN1CCCN=c1c([N+](=O)[O-])nn(-c2ccc(Cl)cc2)n1O | -4 | nt | 0
O=C1C2C3C=CC(C3)C2C(=O)N1c1cc([N+](=O)[O-])ccc1Cl (stereo unspecified) | 1 | nt | 7
N#CC1=C(NC(=O)Cc2ccccc2)c2ccccc2CC12CCCC2 | -2 | -7 | 1
CCOc1ccccc1NC(=O)c1c(NC(=O)c2ccco2)sc2c1CCCC2 | -3 | -5 | 2
CCC(=O)Nc1ccc(-c2ccc(N3CCCC3)nn2)cc1 | -5 | -9 | 1
O=C(NCc1ccccc1OC(F)(F)F)c1cnsn1 | -4 | -1 | 0
Cc1cc(NC(=O)c2ccc(F)cc2)n(CCC#N)n1 | -17 | nt | 1
Cc1ccccc1-c1nc(CN(Cc2c(C)nn(C)c2C)C2CC2)c(C)o1 | -3 | nt | -3
Oc1ccc2ccccc2c1C=Nc1ccc(F)c(F)c1F | -6 | -6 | 0
COc1cccc(C(=O)Oc2coc(CSc3ncccn3)cc2=O)c1 | 5 | 4 | -22
FC(F)c1nnc(NCCCn2cccn2)s1 | -9 | -17 | 3
O=C(N/N=C\c1ccoc1)c1cccc(OC(F)(F)C(F)F)c1 | -7 | nt | 0
Cc1ccc(CN(C)C(C)C(=O)NCCc2ccc(S(N)(=O)=O)cc2)c(C)c1 (stereo unspecified) | -11 | nt | 14
CCOC(=O)COc1ccc2c(=O)c(-c3ccc(F)cc3)c(C)oc2c1 | -8 | -5 | -2
OC(c1ccc2c(c1)CCCN2)(c1nc2ccccc2s1)C(F)(F)F (stereo unspecified) | -1 | -4 | 12
C=CCn1cc(CN2CCC(O)(c3ccccc3C)C2)c(C)n1 (stereo unspecified) | -1 | -8 | 20
COC(=O)C(=O)N1CCc2cc(OC)c(OC)cc2C1C(C)C (stereo unspecified) | -5 | -7 | 25
Cc1nc(C(=O)NCCCSc2nnc(C)s2)cs1 | -5 | -17 | 9
O=C(N=Nc1c(O)[nH]c2ccc(F)cc12)c1ccccc1Br | 2 | 2 | -1
Cc1ccc2[nH]c(O)c(N=NC(=O)c3ccc4ccccc4n3)c2c1 | -5 | -3 | -5
CCOC(=O)c1nn(-c2ccccc2)c(=O)cc1N1CCN(c2cccc(C(F)(F)F)c2)CC1 | -1 | nt | 7
CC1CCC(N(CCn2cncn2)CC2CCCO2)CC1 (stereo unspecified) | -15 | nt | 8
O=C(NCC(F)(F)C(F)(F)F)c1ccc(-c2ccc(F)cc2)s1 | -2 | 3 | 8
C=CCN(Cc1ccncc1)C(=O)C1=C(C)NC(=O)NC1c1cccnc1 (stereo unspecified) | -2 | -10 | 3

Single entries from the list:
OC(c1ccc2c(c1)CCCN2)(c1nc2ccccc2s1)C(F)(F)F (stereo unspecified) @ hcGAS lum: -1
COC(=O)C(=O)N1CCc2cc(OC)c(OC)cc2C1C(C)C (stereo unspecified) @ NPYLR7 ag: 25
Cc1nc(C(=O)NCCCSc2nnc(C)s2)cs1 @ NPYLR7 ag: 9
C=CCN(Cc1ccncc1)C(=O)C1=C(C)NC(=O)NC1c1cccnc1 (stereo unspecified) @ mcGAS lum: -10
Cc1ccc(CN(C)C(C)C(=O)NCCc2ccc(S(N)(=O)=O)cc2)c(C)c1 (stereo unspecified) @ hcGAS lum: -11

(next part)
SMILES | hcGAS lum | mcGAS lum | NPYLR7 ag
CCS(=O)(=O)NC(CCSC)C(=O)NC1CCCCC1 (stereo unspecified) | -11 | nt | 4
COc1ccc(CCN2CC(NCc3nc(C)c(C)nc3C)CC2=O)cc1 (stereo unspecified) | -1 | nt | -13
C=CCN1C(=O)[C@@H]2CN(C(=O)CC(C)(C)CC(=O)O)CCN2C1=O | -4 | -4 | -7
CC(=O)c1ccc(NC(=O)CSc2nc(-c3ccccc3C)nc3c2c(=O)n(C)c(=O)n3C)cc1 | -8 | -9 | -3
O=[N+]([O-])c1c(NCc2ccc(F)cc2)nc2sccn12 | -2 | -7 | -3
Cc1nc(CNC(=O)c2cccc(C#CC(C)(C)O)c2)nc2c1CCCC2 | 2 | -14 | 7
Cc1cc(OCCNCC(C)O)cc(C(C)C)c1 (stereo unspecified) | -8 | nt | 8
CCCCn1c(=O)c2c(nc3n2CCN3Cc2ccco2)n(C)c1=O | -11 | nt | 17
CCc1nccc(CN(C)CC2COc3ccccc3O2)n1 (stereo unspecified) | 3 | nt | 0
N#Cc1c[nH]n2c(NC3CCCC3)c(-c3ccc(Cl)cc3)nc12 | -9 | nt | 0
O=C(CCc1ccco1)N1CCN(S(=O)(=O)c2cccc(Cl)c2Cl)CC1 | -5 | nt | 10
CCCC(=O)Nn1cnc2c(cnn2C(C)(C)C)c1=O | -12 | nt | 2
CC(C)c1ncc2c(n1)CN(CC(=O)N1CCC(C(N)=O)CC1)CC2 | -9 | nt | 5
Cc1ccc(C)c2c1sc(=NC(=O)c1ccc(S(C)(=O)=O)cc1)n2C | -16 | nt | 4
O=C(N1CCC2(CCOCC2)CC1)C1(S(=O)(=O)c2ccccc2)CC1 | -4 | nt | 6

An excerpt from above, limited to mcGAS lum and NPYLR7 ag:
canonical_smiles | mcGAS lum | NPYLR7 ag
O=C(CCc1ccco1)N1CCN(S(=O)(=O)c2cccc(Cl)c2Cl)CC1 | nt | 10
CCCC(=O)Nn1cnc2c(cnn2C(C)(C)C)c1=O | nt | 2

Further structures follow.
SMILES | hcGAS lum | mcGAS lum | NPYLR7 ag
CN(C)N=Cc1ccccn1 | -4 | -6 | 5
CCOc1ccc(OCCOc2cccc(C(F)(F)F)c2)cc1 | -12 | nt | 28
CC(C)C(=O)NC1CCN(c2nc3ccccc3n2C2CCCCC2)CC1 | -21 | nt | 7
Cn1cc(S(=O)(=O)N2CCN(Cc3cc(Cl)c4c(c3)OCCCO4)CC2)cc1C(N)=O | -6 | nt | 9
c1ccc(C2=NN3C(C2)c2ccccc2OC3c2ccccc2)cc1 (stereo unspecified) | -2 | 3 | -1
CN(C)CCn1ccc(NCc2cc3ccccc3o2)n1 | -10 | nt | 9
CCc1cccc2c(C(CC(=O)NCCc3ccc(Cl)cc3Cl)c3ccccc3C(F)(F)F)c[nH]c12 (stereo unspecified) | -1 | -4 | -2
CCN(CC)C(=O)[C@@H]1C[C@H](N)CN1C(=O)c1cnc(-c2ccccc2)nc1 | 0 | -10 | 0
O=C(NC1C=CS(=O)(=O)C1)c1sc2ccccc2c1Cl (stereo unspecified) | -2 | nt | -3
CCOC(=O)C1(C)CCCN1C(=O)c1ccc(OC)c(F)c1 (stereo unspecified) | -16 | nt | -1
CC(C)N(Cc1nnc(-c2ccccc2)o1)S(=O)(=O)c1ccc2c(c1)CCCC2 | 6 | -3 | -2
CC(=O)Oc1ccc(C2C(C(=O)OCc3ccccc3)=C(C)NC3=C2C(=O)CCC3)cc1 (stereo unspecified) | -3 | nt | 2
CCc1nc(Cn2ccnc2-c2c(C)cc(C)c(C(C)=O)c2C)no1 | -5 | nt | 4
CCOC(=O)c1cc(-c2ccc(OC)cc2)n(C2CCN(C(=O)c3sc4ccccc4c3Cl)CC2)n1 | 5 | 2 | 3
CCc1ccc(NCC(O)Cn2c3ccccc3n3c(=O)cc(C)c(C#N)c23)cc1 (stereo unspecified) | -8 | -9 | 1
CC(O)(CN1CCN(CCc2cccs2)CC1)c1cccc(C(F)(F)F)c1 (stereo unspecified) | -9 | nt | 2
N#CCSc1nnc2[nH]c(=O)cc(N)n12 | 5 | 1 | 3
COc1ccccc1C(=O)N(Cc1c(-c2cccc(C)c2)noc1N1CCOCC1)CC1CC1 | -4 | -2 | 4
CN(CCc1ccccc1)C1(C(=O)N2CCCNCC2)Cc2ccccc2C1 | -5 | nt | 8
CC(C)COc1ncnc2c1sc1nc3c(cc12)COC(C)(C)C3 | -7 | nt | 4
O=c1c(-c2ccc(F)cc2)[n+]([O-])c2ccccc2n1OCc1ccc(Oc2ccccc2)cc1 | -7 | nt | -5
COc1ccc(C(=O)Nc2nccs2)c(OC)c1 | -5 | nt | 10
COCCCNC(=O)c1nn(-c2ccc(OC)c(OC)c2)c(=O)n(Cc2cccc(C(F)(F)F)c2)c1=O | 4 | 13 | -2
C=CC[C@@H]1CC=C[C@@H](C)N1C(=O)CCc1c(C)nn(C)c1C | 2 | -12 | 1
CSc1nc(C)c(C2=CC(c3ccc(Br)cc3)C(C#N)C(=N)S2)cc1C#N (stereo unspecified) | -6 | nt | 1
O=C(Cn1cnc2sc3c(c2c1=O)CCCC3)N1CCCC1 | -6 | nt | -1
CN1C(=O)N(Cc2nc3ccc(Cl)cc3n2CCO)C(=O)C12CCCCC2 | 2 | nt | -3
O=S(=O)(NCc1ccc2c(c1)OCO2)c1c(Cl)cc(Br)cc1Cl | -5 | nt | -2
CCOC(=O)c1nc2cc(C)c(C)cc2nc1N1CCN(C(=O)c2ccco2)CC1 | -7 | -3 | 8
Cc1nnnn1-c1cccc(NCC(=O)N2CCCCC2C)c1 (stereo unspecified) | -14 | nt | -2
CC(C)NC(=O)NCCc1ccc(NS(=O)(=O)c2ccccc2C(F)(F)F)cc1 | -4 | -4 | -8
O=C(NC1CC(=O)N(CCCc2ccccc2)C1)c1ccsc1 (stereo unspecified) | -3 | -3 | -8
CC(C)Cc1noc(CN2Cc3ccccc3CC2C(N)=O)n1 (stereo unspecified) | -4 | -9 | 7
CCCCNC(=O)NCc1nnc(SCc2ccccc2C)n1-c1cc(Cl)ccc1Cl | -9 | -5 | 19
CC(=NNc1ccc([N+](=O)[O-])cc1[N+](=O)[O-])C1CCCCC1 | -2 | nt | 7
O=c1cccnn1CCCNS(=O)(=O)c1ccc(F)cc1 | -4 | -11 | -7
Cc1noc(C)c1CNC(=O)Cc1nc(-c2ccccc2)n[nH]1 | -8 | nt | -1
COc1ccc(C(=O)Oc2ccc(C(C)C)cc2)cc1OC | -13 | nt | 2
O=C(CNC(=O)C1CC1(c1ccccc1)c1ccccc1)NCCc1c[nH]c2ccccc12 (stereo unspecified) | 0 | 1 | -7
CCn1nc(C)c(NC(=O)Cn2nc(C3CCCNC3)n(CC)c2=O)c1C (stereo unspecified) | -7 | nt | -3
Cc1cc(OS(=O)(=O)c2cccc(S(=O)(=O)N(C)C)c2)ccc1Cl | -8 | nt | 9
C=CCN(CC=C)C(=O)c1ccc(-c2ccc(C3CCCCC3)cc2)s1 | -9 | -8 | 3
COc1ccc(OC)c(C=NNC(=O)c2n[nH]c3c2CCC3)c1 | -14 | -9 | 11
COc1cccc(Nc2cc3[nH]c(-c4ccc(C(=O)N(C)C)cc4)cc3cn2)c1 | -9 | -7 | 0
CN(C)C(=O)CSc1nnc(N)s1 | -5 | -5 | 5

Whole records, quoted from the list. Screens in order: hcGAS lum | mcGAS lum | NPYLR7 ag
Shown for CC(C)NC(=O)NCCc1ccc(NS(=O)(=O)c2ccccc2C(F)(F)F)cc1 = -4 | -4 | -8
Shown for CC(C)Cc1noc(CN2Cc3ccccc3CC2C(N)=O)n1 (stereo unspecified) = -4 | -9 | 7
Shown for COc1ccc(C(=O)Oc2ccc(C(C)C)cc2)cc1OC = -13 | nt | 2

The list goes on.
SMILES | hcGAS lum | mcGAS lum | NPYLR7 ag
COCCCn1ccnc1-c1cccc(OC)c1OC | -6 | nt | 2
CCC(NC(=O)CCC1(Cc2ccc(F)cc2)CCC(=O)N1)C12CC3CC(CC(C3)C1)C2 (stereo unspecified) | -7 | -13 | 3
CCCN(Cc1nc(C(=O)OC)cs1)C(=O)c1ccc(Cl)cc1Cl | -8 | -6 | -5
O=C1CN(C(=O)c2cc(F)cc(Br)c2)CCN1 | -4 | nt | -6
COCc1cc(C)nc(OCC(=O)N/N=C\c2ccc(C)cc2)c1C#N | 0 | -3 | 4
Cc1c(C)c(C(=O)N2CCCC2)n(Cc2ccc(F)c(F)c2)c1C | 2 | -3 | 11
COCCN=c1scc(-c2ccc(OC)cc2OC)n1N=Cc1ccc(O)c(O)c1O | -14 | nt | -5
COc1cccc(N2CCn3c2nc2c3c(=O)n(CCN3CCOCC3)c(=O)n2C)c1 | 6 | nt | -12
CCOC(=O)c1nn(-c2ccc(C(F)(F)F)cc2)c(=O)c2c(NC(=O)COC)scc12 | 2 | -5 | 0
CCn1ccc(C(=O)Nc2cc(C)nn2-c2nc3ccccc3s2)n1 | -8 | -16 | -8
c1ccc(C2=Nc3nnnn3C(c3cn(-c4ccccc4)nc3-c3ccccc3)C2)cc1 (stereo unspecified) | 4 | nt | -4
CCOc1cccc(C=C2N=C(c3ccccc3OC)OC2=O)c1OC | 4 | -2 | 0
N#CC(=C(O)c1ccc2c(c1)S(=O)(=O)c1ccccc1C2=O)c1nc2ccccc2s1 | -5 | nt | -1
Cc1cc(NC(=O)c2cccs2)n(-c2nc(-c3ccccc3)cs2)n1 | -6 | -11 | -10
O=C1OC(c2cccc(F)c2)=NC1=Cc1cc2ccccc2o1 | 5 | 1 | 6
Cc1nc2c(c(-c3ccccn3)c1C(=O)OCCc1ccccc1)C(O)CCC2 (stereo unspecified) | 7 | 2 | -1
O=C(c1n[nH]c2c1CCCC2)N1CCC2(CCCN(Cc3ccc(F)cc3)C2)C1 (stereo unspecified) | -14 | nt | 5
Cc1ccsc1CN(Cc1ccccc1)C(=O)CN(C(=O)Nc1ccc(C(F)(F)F)cc1)C1CCCCC1 | -11 | -4 | -11
O=C(CSc1nc2ccccc2s1)NN=Cc1c(O)ccc2ccccc12 | -2 | -4 | 0
